NCI-60 one-dose screen, 48 h, at 10 µM unless noted. Numbers give growth in % (100 = growth as untreated, 0 = no growth, -100 = all killed).
SR: SR leukemia cells; 8.7% of 73,000 active; AID 1794780
MOLT-4: MOLT-4 leukemia cells. 6.9% of 80,000 active
HOP-62: HOP-62 NSCLC | 3.9% of 80,000 active | AID 1794735
EKVX: EKVX NSCLC; 3% of 71,000 active
RPMI-8226: RPMI-8226 leukemia cells; 7.5% of 77,000 active
CCRF-CEM: CCRF-CEM leukemia | 7% of 77,000 active | AID 1794778
HOP-92: HOP-92 NSCLC cells; 6.3% of 71,000 active; AID 1794738
A549/ATCC: A549/ATCC NSCLC | 3.7% of 81,000 active
An asterisk follows results filed as active; · = no result given; & = joins results of further samples. The calls were made as follows: active = growth percent below 10; inactive = the rest.

SMILES	SR	MOLT-4	HOP-62	EKVX	RPMI-8226	CCRF-CEM	HOP-92	A549/ATCC
C=CCC(OC(C)=O)c1ccc2c(c1)OCO2 (stereo not given)	101	101	92	99	106	100	81	102
Nc1nnc(-c2cccnc2)s1	58	87	99	112	79	107	96	100
O=c1cc(O)cc[nH]1	87	98	89	·	102	96	95	104
COc1ccc(Nc2ncccc2NC(=O)c2cn(Cc3cccc(OC)c3)nn2)cc1	91	98	105	98	98	97	104	104
O=C1N/C(=N\c2nccs2)S/C1=C\c1ccc([N+](=O)[O-])cc1	26	12	37	14	6.3*	-0.6*	17	9.8*
COC(=O)c1c2c(c(C)[n+]([O-])c1C)C(=O)C(NCc1ccc(F)c(Cl)c1)=CC2=O	·	-19*	28	38	21	·	19	1.3*
N#Cc1c(/N=C\NNC(=O)c2ccc(Cl)cc2)oc(-c2ccccc2)c1-c1ccccc1	88	·	99	87	86	83	44	93
S=c1[nH]nc(Nc2cccc3ccccc23)s1	74	90	119	·	92	89	78	94
O=C(Cl)CCCCC(=O)NNc1nccc(Nc2ccc(S(=O)(=O)Nc3ccccn3)cc2)n1	81	90	97	99	101	90	99	106
CC(=O)OCC1O[C@H](Oc2ccc3c(c2)CC[C@@H]2[C@@H]3CC[C@]3(C)C(=O)CC[C@@H]23)C(OC(C)=O)[C@@H](OC(C)=O)[C@H]1OC(C)=O (stereo not given in full)	87	78	108	·	·	88	·	98
O=C1CC(c2ccc([N+](=O)[O-])cc2)=Nc2ccccc2N1	93	88	107	·	103	·	·	·
CC(C)NCC(O)COc1ccc(CC(N)=O)cc1 (stereo not given)	102	107	102	101	99	100	86	106
N#Cc1ccc(OCc2nc(N)nc(N)c2-c2ccc(Cl)c(Cl)c2)cc1	26	23	10.0*	·	68	18	·	7.7*
Cc1cc2nc(C(Cl)Cl)nc(-c3ccc(Cl)cc3)n2n1	9.9*	22	-8.3*	-14*	-7.7*	29	16	0.3*
CC(C)(C)n1nnnc1C(Nc1ccc(F)cc1)c1cc2cccc3ccc4cccc1c4c32 (stereo not given)	83	66	106	74	71	93	81	74
N#Cc1c(N)nc2c(c(N)nn2-c2ccccc2)c1-c1ccc(O)cc1	93	95	98	97	97	101	94	110
CC1(C)CCC(C)(C)c2c([N+](=O)[O-])cc([N+](=O)[O-])cc21	73	95	92	98	92	99	95	84
O=S(=O)(Cc1ccccc1)CS(=O)(=O)Cc1ccccc1	82	75	104	115	121	108	103	99
O=C(C1=Cc2cc3ccccc3n2Cc2cnnn21)c1ccc(O)cc1	35	45	56	90	64	72	84	51
Cc1ccc(S(=O)(=O)N(CCOc2ccc(/C(N)=N/Cl)cc2)CCOc2ccc(/C(N)=N\Cl)cc2)cc1	88	91	68	61	35	72	56	59

Part of the list above, set out differently.
mol | SR | MOLT-4 | HOP-62 | EKVX | RPMI-8226 | CCRF-CEM | HOP-92 | A549/ATCC
CC(C)NCC(O)COc1ccc(CC(N)=O)cc1 (stereo not given) | 102 | 107 | 102 | 101 | 99 | 100 | 86 | 106
N#Cc1ccc(OCc2nc(N)nc(N)c2-c2ccc(Cl)c(Cl)c2)cc1 | 26 | 23 | 10.0* | · | 68 | 18 | · | 7.7*

An excerpt of these results, with two lines to a compound.
Values run as follows: SR, MOLT-4, HOP-62, EKVX, RPMI-8226, CCRF-CEM, HOP-92, A549/ATCC
Cc1cc2nc(C(Cl)Cl)nc(-c3ccc(Cl)cc3)n2n1
 : 9.9*, 22, -8.3*, -14*, -7.7*, 29, 16, 0.3*
CC(C)(C)n1nnnc1C(Nc1ccc(F)cc1)c1cc2cccc3ccc4cccc1c4c32 (stereo not given)
 : 83, 66, 106, 74, 71, 93, 81, 74
N#Cc1c(N)nc2c(c(N)nn2-c2ccccc2)c1-c1ccc(O)cc1
 : 93, 95, 98, 97, 97, 101, 94, 110
CC1(C)CCC(C)(C)c2c([N+](=O)[O-])cc([N+](=O)[O-])cc21
 : 73, 95, 92, 98, 92, 99, 95, 84
O=S(=O)(Cc1ccccc1)CS(=O)(=O)Cc1ccccc1
 : 82, 75, 104, 115, 121, 108, 103, 99
O=C(C1=Cc2cc3ccccc3n2Cc2cnnn21)c1ccc(O)cc1
 : 35, 45, 56, 90, 64, 72, 84, 51
Cc1ccc(S(=O)(=O)N(CCOc2ccc(/C(N)=N/Cl)cc2)CCOc2ccc(/C(N)=N\Cl)cc2)cc1
 : 88, 91, 68, 61, 35, 72, 56, 59

The list continues.
SMILES	SR	MOLT-4	HOP-62	EKVX	RPMI-8226	CCRF-CEM	HOP-92	A549/ATCC
COc1cc(-c2nnc(Nc3ccc(C(F)(F)F)cc3)o2)ccc1O	81	93	85	75	107	97	95	91
CCCC(C)C1CCC(OC(C)=O)CC1 (stereo not given)	105	114	98	103	105	106	86	86
Cc1cc(NCc2cn(-c3ccc(C(=O)O)cc3)nc2-c2ccc(C(=O)O)cc2)ccc1F	108	103	93	86	98	47	72	104
O=S(=O)(OCCOS(=O)(=O)c1ccc(F)cc1)c1ccc(F)cc1	112	92	76	90	98	104	96	96
CCOC(=O)c1cccnc1Nc1ccc(NC(=O)Nc2ccc(Cl)c(C(F)(F)F)c2)cc1	54	25	54	41	16	30	-8.5*	43
CCCC(=O)NNc1[nH]c(-c2ccc(Cl)cc2)cc1C(=O)OCC	80	85	·	104	140	79	88	91
COc1ccc(Cl)cc1Cn1ccnc1	121	102	108	·	104	110	92	94
CCCC1(C)COC(=O)OC1	115	99	100	111	94	104	84	84
Brc1ccc(-n2cc(-c3nn[nH]n3)c(-c3cccs3)n2)cc1	110	101	91	90	99	103	88	89
N#Cc1c(NC(=O)CN(Cc2ccccc2)Cc2ccccc2)sc2c1CCCCC2	74	79	106	100	92	34	84	101
CCOc1ccc(N2C(=O)[C@]3(NC2=S)[C@H](c2ccc(Cl)cc2)CN(C)[C@]32C(=O)NC3C=CC=C[C@H]32)cc1 (stereo not given in full)	57	29	103	81	40	42	39	50
COc1ccc(Nc2n[nH]c(N)c2C(N)=O)c(OC)c1	·	96	92	93	98	114	71	98
CCCCCCCCCCCCCCNC(=O)C(C)O (stereo not given)	77	91	106	·	92	91	54	98
O=C1CSC(/C=C/c2ccccc2)N1c1nnc(Cn2cnnc2)o1 (stereo not given)	93	91	79	103	99	106	96	98
Cc1ccc(-c2nc3c(N=Nc4ccc(S(N)(=O)=O)cc4)c(N)nn3c(N)c2C#N)cc1	29	3.6*	43	70	-16*	12	20	63
O=S(c1ccccc1O)S(=O)c1ccccc1O (stereo not given)	96&93	83&98	133&110	117&102	95&107	85&89	113&96	90&106
CSc1nc(Cl)c2cc(-c3ccc(F)cc3)[nH]c2n1	120	101	89	66	84	103	75	97
O/N=C(/CSc1nnc(-c2ccc(Cl)cc2)o1)c1ccc(Cl)cc1	64	64	130	87	85	102	98	80
CCC(OC(C)=O)c1ccc2c(c1)OCO2 (stereo not given)	98	100	99	101	103	100	82	107
CCCCC(CC)OC(=O)c1cccc(C)c1 (stereo not given)	120	110	94	100	111	125	84	86
COC1=C[C@]23CCCN2CCc2cc4c(cc2[C@@H]3[C@@H]1OC(=O)[C@H](C)O)OCO4	93	92	99	102	100	87	·	89
CC(=O)Nc1cc(-c2ccccc2)ccc1O	102	102	108	107	102	98	112	99
Cc1cccc(-c2nc(C(C)C)sc2-c2ccnc(NCCCNS(=O)(=O)c3ccc(Cl)cc3)c2)c1	55	52	92	78	69	68	83	75
c1ccc(CNc2ncnc3[nH]ncc23)cc1	132	107	93	84	73	97	89	82
N=C(N)SCNC(=O)NCSC(=N)N	93	99	86	105	101	101	107	94
O=c1[nH]c2cncnc2[nH]1	111	101	84	94	107	110	99	94
COc1ccc(C2c3sc4ccc(C)cc4c3Oc3nc[nH]c(=O)c32)cc1 (stereo not given)	39	78	69	93	91	92	·	98
CCOC(=O)CC1(C)NC(C(=O)O)C(C)(C)S1 (stereo not given)	·	94	·	86	114	101	·	100
N#Cc1ccccc1-c1ccc(Cn2nnnc2-c2ccn(-c3ccc(Cl)cc3)n2)cc1	60	70	93	71	76	88	98	73
COc1cc(OC)c(C(=O)c2nccn2C)c(OC)c1	89	93	100	·	99	95	·	97
CN1C2CCC1/C(=C\c1ccc(Cl)cc1)C1=C2[C@@H](c2ccc(Cl)cc2)C(C#N)=C(N)O1 (stereo not given in full)	·	58	89	76	63	77	70	83
O=C(O)CCNC(=O)CSc1nnc(-c2ccc(NC(=O)c3cccnc3)cc2)o1	·	102	106	107	·	103	108	99
CCN(C(=O)Nc1ccccc1)c1ccccc1	89	94	93	100	108	114	94	104
OCC(O)COc1c(Cl)c(Cl)c(Cl)c(Cl)c1Cl (stereo not given)	109	103	93	87	104	101	107	89
c1ccc(Cc2nnc3n2CCC(c2ccccc2)S3)cc1 (stereo not given)	122	112	101	93	101	105	106	99
OCCCCC1COCO1 (stereo not given)	106	112	107	96	103	103	99	112
Nc1ccc(/C=C/C(=O)O)cc1	105	106	105	·	105	102	100	97
O=c1[nH]c2ccccc2[nH]c1=O	49&78	61&96	101&96	75&101	101	70	121	117&99
CC1CC(C)C(C)C(C)(CN(C)C)C1 (stereo not given)	93	98	87	104	96	99	81	138
COc1ccccc1C=O	84	90	92	103	·	·	·	106
COc1ccc(C(=O)c2ccccc2O)c(O)c1	84&103	97&119	105&105	100&104	97&99	95&72	95&97	109
COc1cccc(C2Cc3ncncc3-c3nc(N)c4cncnc4c32)c1 (stereo not given)	39	87	·	96	89	79	82	91
COc1cc(CNC(=O)CCCC/C=C/C(C)C)ccc1OCc1cn(-c2ccccc2Cl)nn1	68	81	82	82	76	88	80	84
O=C(C[n+]1cccc(Br)c1)c1ccccc1	92	96	95	100	101	98	93	101
O=C(CSc1nnc(Cc2ccccc2Nc2c(Cl)cccc2Cl)o1)N1N=C(c2ccc3ccccc3c2)CC1c1ccc(Cl)cc1 (stereo not given)	108	100	101	89	101	93	107	98
Clc1nc(Cl)nc(-c2ccccc2)n1	119	110	102	107	121	102	164	104
O=C(O)CCc1nc2c(=O)[nH]c(SCC(=O)Nc3cccc(Cl)c3)nc2[nH]c1=O	123	101	97	107	115	82	90	102
CC12CCC(C(=O)C1=O)C2(C)C (stereo not given)	95	96	110	·	104	99	·	108
CCCCOC(c1ccccc1)N1CCCCC1 (stereo not given)	93	92	98	·	101	100	·	103
Cc1nn(-c2ccc(F)cc2)c2ncnc(Nc3ccc(NC(=O)Nc4cccc(C(F)(F)F)c4)cc3)c12	97	67	88	81	44	71	66	83
CN(Cc1ccccc1)c1nc(Cl)c(C2CC(c3ccc(Br)cc3)=NN2C=O)s1 (stereo not given)	90	96	94	72	77	93	88	99
Nc1nc2ccccc2c2c(=O)c3cc(F)ccc3sc12	101	101	108	91	·	105	81	104
Cc1ccc(-c2c(-c3nc4ccccc4s3)c(N)nc3c(N=Nc4ccc(Cl)cc4)c(N)nn23)cc1	113	106	100	99	96	92	70	108
CCCc1ccc(-c2cc(/C=N\O)no2)cc1	90	82	100	·	94	97	93	92
COc1ccc([I+]c2ccccc2)cc1	20	48	39	·	32	36	63	50
CCC/C=C(\C#N)C(=O)OC	·	102	101	·	106	·	·	100
Cc1ccc(S(=O)(=O)NCC[C@@H]2C[C@H]2/C=C/c2ccccc2)cc1	96	84	81	91	71	95	95	93
C=C(C)CSc1ncnc2nc[nH]c12	109	118	80	94	112	107	126	·
COc1ccc(Nc2ncccc2NC(=O)c2cn(Cc3ccc(F)cc3)nn2)c(OC)c1	107	102	100	94	104	111	103	105
Cc1nc(Nc2cccc(NC(=O)Nc3ccccc3)c2)c2ccccc2n1	96	100	121	95	·	101	101	99

Next section:
SMILES	SR	MOLT-4	HOP-62	EKVX	RPMI-8226	CCRF-CEM	HOP-92	A549/ATCC
CCOC(=O)CCC1(C)OCC(COC)O1 (stereo not given)	·	·	101	·	100	·	88	111
O=S(=O)(Oc1ccc(/C=N/N=c2/sc(-c3ccccc3)cn2-c2ccccc2)cc1)C(F)(F)C(F)(F)C(F)(F)C(F)(F)C(F)(F)C(F)(F)C(F)(F)C(F)(F)F	104	99	102	97	94	101	98	103
O=C(N=Nc1c(O)[nH]c2ccccc12)c1ccc2nc(-c3ccccc3)[nH]c2c1	90	96	111	106	93	82	125	117
O=C(OC[C@@]1(O)C(=O)C=C[C@H]2[C@@H]1[C@H]1C=C[C@@H]2C(=O)[C@]1(O)COC(=O)c1ccccc1)c1ccccc1	89	100	99	91	92	94	·	105
CC(=O)O	·	106	111	·	103	106	93	97
CC(C)(C)[Si](C)(C)OC1[C@@H](CNC(=O)NC(N)=O)O[C@@H](n2cnc3c(NC(=O)Nc4ccccc4)ncnc32)[C@H]1O[Si](C)(C)C(C)(C)C (stereo not given in full)	39	41	96	88	71	71	·	73
COC(=O)[C@@H](Cc1c[nH]c2ccccc12)NC(=O)[C@@H](C)NCc1ccc2[nH]ccc2c1	98	105	82	88	96	99	80	87
O=C(O)CCCl	84	109	105	·	101	93	78	104
Cc1nn(C(N)=O)c(C)c1N=Nc1ccc2oc(=O)ccc2c1	69	94	97	68	84	87	82	79
CCCCC[C@H](O)c1ccccc1[C@H]1O[C@@H](CCC(=O)OC)[C@H](O)[C@@H]1I	90	104	97	93	106	95	86	96
C/C=C\C(=O)N1c2ccccc2CC1c1c[nH]c2ccccc12 (stereo not given)	95	89	72	96	82	89	77	90
Cc1nnc2c3nnc(-c4ccc(Cl)cc4)n3c3ccccc3n12	77	90	93	·	95	90	79	97
COc1cc(C2Nc3ccccc3S2)cc(CN2CCOCC2)c1O (stereo not given)	49	25	86	102	81	80	103	74
O=C(CC(O)(CC(=O)OCc1ccccc1)C(=O)OCc1ccccc1)OCc1ccccc1	90	92	97	94	112	108	112	100

Source: PubChem
